Rat MKP-3 inhibitors: MKP-3 phosphatase inhibitors, primary screen, biochemical, rat enzyme, in vitro (AID 425). one-dose inhibition, % at 20 µM; IC50 in µM for titrated hits. recombinant MKP-3 phosphatase activity, fluorescence; higher % means a stronger effect. 110,000 tested, 0.17% active; in the data active = inhibition above about 50%;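 note: plate controls were vehicle for no effect and reference inhibitor for full effect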
Hsp70 inhibitors: small molecules displacing fluorescent ligand from Hsp70 – biochemical, fluorescence polarization, primary screen (AID 583) | 140,000 tested, 0.06% active | Hsp70 fluorescence polarization probe displacement, mP; higher % means a stronger effect | one-dose displacement, % at 20 µM; IC50 in µM for titrated hits; in the data active = displacement above about 50%;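 note: plate controls were vehicle for no effect and reference ligand for full effect; a part of the inactive calls stands beside numbers as strong as those of hits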
Starred values were filed as active, the others as inactive; x = not tested or not shown; & = joins results of further samples. This is a subset; count on the stated rates, not on these rows.

SMILES | Rat MKP-3 inhibitors | Hsp70 inhibitors
Cc1nc(N[C@@H](Cc2c[nH]c3ccccc23)C(=O)O)c2oc3ccccc3c2n1 | -1.2% | 7.1%
CSc1ccccc1NC(=O)Cn1nc(C(F)(F)F)cc1C | 0.7% | -0.7%
O=C(COc1ccc(Cl)cc1)Nc1ccc(Cl)cc1 | 2.8% | 1.9%
Cn1c(=O)c2c(nc(CN3CCc4ccccc4C3)n2Cc2ccccc2)n(C)c1=O | x | -5.9%
Oc1c(C=Nc2cccc3nsnc23)sc2ccccc12 | -1.3% | -23.4%
COC(=O)c1[nH]c2ccc(Br)cc2c1NC(=O)CN1CCN(C2CCCCC2)CC1 | -3.3% | -3.6%
CCONC(=NCc1ccccc1)c1nonc1N | 0.7% | -1.1%
COc1ccc(OC)c(NC(=O)c2ccccc2N(Cc2ccccc2)S(=O)(=O)c2ccccc2)c1 | 0.0% | 4.8%
CCSc1nnc(NC(=O)CSc2nc3c(c(=O)n2CCOC)SC(C)C3)s1 (centres undefined) | -3.4% | -0.9%
Clc1ccc(SCCCCn2ccnc2)cc1 | -6.6% | 4.6%
Oc1ccc(-c2n[nH]c(=S)n2Cc2ccccc2)cc1 | -10.4% | 4.1%
CCOc1cc(/C=C2/C(=O)NC(=O)N(c3ccc(C(C)C)cc3)C2=O)ccc1OCC(=O)O | 1.4% | 3.7%
CCN(CC)c1ccc(C2NC(=S)NC(C)=C2C(=O)Nc2ccccc2)cc1 (centres undefined) | -0.9% | 5.7%
CC(=O)C1=C(O)C(=O)N(CC2CCCO2)C1c1ccc(Cl)cc1Cl (centres undefined) | -0.6% | -1.0%
COc1ccc(-c2csc(Cc3nnc4n3CCCCC4)n2)cc1 | -11.2% | 2.8%

Continued:
SMILES | Rat MKP-3 inhibitors | Hsp70 inhibitors
Cn1c(=O)oc2cc(S(=O)(=O)N3CCC4(CC3)OCCO4)ccc21 | -3.9% | 0.8%
CC(C)c1ccc(NC(=O)C2CCN(S(C)(=O)=O)CC2)cc1 | -4.4% | 12.6%
COc1cc(OC)c(C(=O)COc2ncnc3ccccc23)c(OC)c1 | 5.6% | 13.6%
COc1cc(NC(=O)c2ccc(Cl)c(Cl)c2)c(OC)cc1NC(C)=O | 0.4% | -0.1%
CCc1ccc2oc(=O)cc(CN(C)Cc3ccccc3)c2c1 | 7.3% | 1.5%
Cc1cc(C)nc(SCCn2c(N3CCCCC3)nc3c2c(=O)n(C)c(=O)n3C)n1 | -4.0% | 12.8%
Cc1cc(/C=c2\sc3nc4ccccc4n3c2=O)c(C)n1C | 1.5% | 3.5%
CCN(CC)C(=O)CSc1nc(O)cc(=O)n1C | -8.0% | -0.1%
COc1cc(NC(=O)C2CCN(S(=O)(=O)c3ccc(Cl)cc3)CC2)ccc1-n1cnnn1 | 4.2% | 2.7%
OCCNc1nc(SCc2ccccc2)nc2sc3c(c12)CCC3 | x | 3.2%
Cc1ccc2oc(-c3cccc(NC(=O)c4ccc(-c5ccc([N+](=O)[O-])cc5C)o4)c3C)nc2c1 | -0.3% | 4.3%
CCOc1cc2[nH]c(=S)n(CC3CCCN3CC)c(=O)c2cc1OCC (centres undefined) | -0.8% | 4.2%
Cc1ccc2c(Cl)c(C(=O)NC34CC5CC(CC(C5)C3)C4)sc2c1 | 3.5% | -5.3%
O=C(CSC1=NCCS1)Nc1nc(-c2ccccc2)cs1 | -3.1% | -7.3%
CCN1CCN(C(=O)c2ccc(Cl)c(S(=O)(=O)N3CCOCC3)c2)CC1 | x | 2.5%

Remaining list, next part:
SMILES | Rat MKP-3 inhibitors | Hsp70 inhibitors
O=C1OC(OC2CCCCC2)(c2ccccc2)c2ccccc21 (centres undefined) | -1.2% | 4.5%
CCCCCCNC(=O)CCNC(=O)c1cc(OC)c(OC)c(OC)c1 | -1.3% | -4.0%
CN(C)c1ccc(C=Nc2nonc2N)cc1 | 0.3% | 4.3%
CCN(C1CCS(=O)(=O)C1)S(=O)(=O)c1cccs1 (centres undefined) | -5.3% | 5.0%
COc1ccc(N(CC(=O)Nc2ccc3ccccc3c2)S(=O)(=O)c2ccccc2)cc1 | -1.5% | 2.9%
Cc1ccc(C(C(=O)NC2CCCCC2)N(Cc2cccnc2)C(=O)C2COc3ccccc3O2)o1 (centres undefined) | -7.9% | 2.4%
COc1ccc(NC(=O)C2CCCCN2N)cc1OC (centres undefined) | x | 0.3%
CCOC(=O)CN1CC23C=CC(O2)C(C(=O)Nc2ccc(OCC)cc2)C3C1=O (centres undefined) | -3.8% | -1.5%
CCOc1cc(/C=C2/C(=N)N3N=C(CC)SC3=NC2=O)ccc1OC(=O)c1cccc([N+](=O)[O-])c1 | 3.3% | 20.5%
C=C(C)C(C)(C#CCN1CCCC1)OC(C)=O (centres undefined) | -5.3% | 1.4%
O=C(COc1ccc(Cl)cc1)NCc1nnc(SCC(=O)NCCc2ccccc2)o1 | 2.8% | -1.3%
CC(C)C12CN3CC(C(C)C)(CN(C1)C3c1cccc([N+](=O)[O-])c1)C2=O (centres undefined) | 2.7% | 1.2%
Cn1c(=O)c2c3c(sc2n2c(SCc4ccccc4)nnc12)CCC3 | -0.7% | -3.7%
CCOc1ccc(NC(=O)Nc2cc(C)ccc2OC)cc1 | -5.9% | 7.7%
Cc1c(Br)cc(C(=O)N2CCN(CCO)CC2)c(C)c1C | -14.1% | -0.9%

(continued)
SMILES | Rat MKP-3 inhibitors | Hsp70 inhibitors
Cc1cc(C(=O)CSc2ccc(F)cc2)cc(C)c1OC(=S)N(C)C | x | 0.8%
CC1=CC(C)(C)N(C(=O)CSc2nc3ccccc3s2)c2ccccc21 | 7.5% | -6.1%
O=C(Nc1ccc(-c2nc3cc(Cl)ccc3o2)cc1)c1cccs1 | 4.1% | 1.0%
CN(C)C(=O)CSc1nc2ccccc2n1CC(=O)N1CCN(c2ccccc2)CC1 | x | 4.3%
N#C/C(=C(/O)CN1CCOCC1)c1nc(-c2ccccc2)cs1 | -15.0% | 5.7%
COc1ccc(CCNC(=O)CSc2nc3ccccc3o2)cc1 | x | -35.9%
COc1cc(C(=O)Nc2ccc([N+](=O)[O-])cc2Cl)cc(OC)c1OC | -1.5% | 3.0%
COc1cc(-c2nnc(SCC(=O)c3cc(C)n(CC4CCCO4)c3C)o2)cc(OC)c1OC (centres undefined) | -0.8% | 3.7%
O=C(CN1C(=O)c2ccccc2S1(=O)=O)N1CCN(c2ccc(F)cc2)CC1 | -13.5% | 1.2%
O=C1c2ccccc2C(Nc2ccc(S(=O)(=O)N3CCCCCC3)cc2)N1Cc1ccco1 (centres undefined) | -1.0% | 5.0%
COc1ccc(NC(=O)c2ccc(F)c3ccccc23)c(OC)c1 | 0.7% | 4.0%
CNc1oc(C)nc1S(=O)(=O)c1ccc(C)cc1 | -0.5% | -0.6%
Cc1cccc(C(=O)Nc2sc3c(c2C(=O)N2CCN(C)CC2)CCCCC3)c1 | 1.2% | 2.9%
CN(c1cc(=O)n2ccccc2n1)C1CCCCC1 | 5.5% | -2.3%
Cn1c(=O)cc(NCc2ccccc2)[nH]c1=O | -3.3% | 6.0%

Next compounds follow:
SMILES | Rat MKP-3 inhibitors | Hsp70 inhibitors
C=CCn1c(SCC(=O)NCc2cccnc2)nc2sc(C)c(C)c2c1=O | 3.1% | 0.1%
C1=CCC(/C=N/N=C(/c2ccccc2)C23CN4CN(CN(C4)C2)C3)CC1 (centres undefined) | -0.1% | 5.9%
COCCNC(=O)c1nn2cccnc2c1Cl | x | 4.7%
O=C(Nc1ccc(Cl)cc1F)C1CCN(S(=O)(=O)c2cccnc2)CC1 | 11.8% | x
CCOc1ccc(NC(=O)CN(c2cccc(C(F)(F)F)c2)S(C)(=O)=O)cc1 | 1.8% | 7.0%&-2.8%
CC(=O)Nc1ccc(CN2CCN(c3cccc(C(F)(F)F)c3)CC2)cc1 | -12.3% | 1.0%
O=S(=O)(c1ccccc1)N1CCC(n2nnc3cc(F)ccc32)CC1 | x | 2.3%
O=C(Nc1ccc2oc(-c3ccc(F)cc3Cl)nc2c1)c1ccco1 | -6.4% | 10.7%
Cc1onc(-c2c(F)cccc2Cl)c1C(=O)NCC1COc2ccccc2O1 (centres undefined) | -10.0%&1.7% | 8.8%&0.6%
CCCCSc1nc(C)c(C(C)=O)cc1C#N | -10.0% | 10.6%
N#CC1=C(N)Oc2cc(O)ccc2C1c1ccncc1 (centres undefined) | 3.5% | -2.2%
Cc1cc(C)nc(N2CCCC(C(=O)NCCC3=CCCCC3)C2)n1 (centres undefined) | -8.8% | 4.0%
O=C(Cn1nnc(-c2ccccc2)n1)Nc1ccc2c(c1)OCO2 | x | -5.8%
COc1ccc(C2Nc3ccccc3C(=O)N2Cc2ccccc2)cc1Cn1cc([N+](=O)[O-])cn1 (centres undefined) | -3.8% | 0.4%
Cc1ccsc1C1C(C(=O)O)c2ccccc2C(=O)N1C (centres undefined) | 6.4% | 2.7%

(cont.)
SMILES | Rat MKP-3 inhibitors | Hsp70 inhibitors
COc1cccc(-c2nc(CS(=O)(=O)CC(=O)NCc3ccccc3)c(C)o2)c1 | 6.5% | -2.9%
CCc1c(C(=O)Nc2nnc(C3CC3)s2)csc1C | -18.1% | -2.7%
O=C(O)COc1ccccc1Cc1ccccc1 | -3.7% | -0.2%
Cc1ccc2nc(-c3cccc(-c4nc5ccc(C)cc5o4)n3)oc2c1 | 9.8% | 0.3%
CCC(C)n1cnc2c(=O)oc3ccccc3c21 (centres undefined) | x | 0.7%
CC1(C)Cc2nc(NC(=S)Nc3ccccc3)c(C(=O)O)cc2CO1 | -3.7% | 0.1%
Cc1ccc(CCNS(=O)(=O)c2cnc[nH]2)cc1 | 2.3% | 3.5%
O=C(O)CCNS(=O)(=O)c1ccc(Oc2ccccc2)cc1 | -7.0% | -0.6%
CCOc1ccccc1N1CCN(Cc2ccc(Br)s2)CC1 | -6.5% | 0.4%
CC1CCc2nc(NC(=O)c3cc(C(C)(C)C)nn3C)sc2C1 (centres undefined) | -3.3% | -1.2%
CC1CC(C)CN(CCCNC(=O)Cc2c(C(=O)O)[nH]c3ccccc23)C1 (centres undefined) | -4.8% | 1.8%
CCCCNC(=O)NS(=O)(=O)c1ccc(NS(=O)(=O)c2ccccc2)cc1 | 2.0% | -5.3%
O=[N+]([O-])c1cccc(C2Nc3ccc(Cl)cc3C3C=CCC32)c1 (centres undefined) | 0.4% | -1.8%
COc1cc(S(=O)(=O)N2CCOCC2)ccc1NC(=O)CSc1nnc(N)s1 | -9.9% | 2.5%
COC(=O)C1=C(C)NC2=C(C(=O)CC(c3ccc4c(c3)OCO4)C2)C1c1ccccc1F (centres undefined) | 2.6% | -0.9%

Following part
SMILES | Rat MKP-3 inhibitors | Hsp70 inhibitors
CC(C)(C)n1nnnc1C(c1cccc(C(F)(F)F)c1)N1CCOCC1 (centres undefined) | -14.6% | x
Cc1cc(CC(C)C)n(-c2nc3ccccc3c(=O)n2OCc2ccccc2)n1 | x | 3.1%
COc1ccc(N(CC(=O)Nc2ccccc2SC)S(C)(=O)=O)cc1OC | 1.3% | 2.0%
COc1cccc(N2C(=O)CC(N3CCc4ccccc43)C2=O)c1 (centres undefined) | x | 2.0%
CCOc1cc2[nH]c(=O)n(CC3CCC(C(=O)NCCC(C)C)CC3)c(=O)c2cc1OCC (centres undefined) | -10.8% | 9.9%
COc1ccc(NC(=O)C2CCCN2S(=O)(=O)c2ccc(F)cc2)cc1 (centres undefined) | -2.1% | -4.9%
CC(C)(C)C(=O)Nc1ccccc1C(=O)Nc1ccccc1 | -3.4% | -3.3%
COC(=O)C1=C(C)NC2=C(C(=O)CCC2)C1c1ccc(OC(C)=O)cc1 (centres undefined) | -0.1% | 4.6%
Cc1cc(C)c2cc(C(c3nnnn3CC3CCCO3)N3CCN4CCCC4C3)c(=O)[nH]c2c1 (centres undefined) | 2.1% | -5.8%
CCSc1nc(C2CC2)cc(-c2cccs2)c1C#N | x | 1.5%
CCCCCCn1c2c(c(=N)c3c1CCC3)CCC2 | -11.8% | -1.9%
CCCN(CCO)Cc1cccc(Oc2ccccc2)c1 | 1.8% | 2.3%
COc1ccc(N2CCCn3c2nc2c3c(=O)n(CCc3ccccc3)c(=O)n2C)cc1 | -14.7% | -1.9%
CC(C(=O)O)N1C(=O)CSC1=S (centres undefined) | 0.1% | 2.5%
CC(C)C(NC(=O)OCc1ccccc1)C(=O)NCC(=O)OC(C)(C)C (centres undefined) | -8.5%&0.9% | -5.3%&5.8%

Among those listed so far, 6 contain a nitro group on carbon.
SMILES | Rat MKP-3 inhibitors | Hsp70 inhibitors
Cc1ccc2oc(-c3cccc(NC(=O)c4ccc(-c5ccc([N+](=O)[O-])cc5C)o4)c3C)nc2c1 | -0.3% | 4.3%
CCOc1cc(/C=C2/C(=N)N3N=C(CC)SC3=NC2=O)ccc1OC(=O)c1cccc([N+](=O)[O-])c1 | 3.3% | 20.5%
CC(C)C12CN3CC(C(C)C)(CN(C1)C3c1cccc([N+](=O)[O-])c1)C2=O (centres undefined) | 2.7% | 1.2%
COc1cc(C(=O)Nc2ccc([N+](=O)[O-])cc2Cl)cc(OC)c1OC | -1.5% | 3.0%
COc1ccc(C2Nc3ccccc3C(=O)N2Cc2ccccc2)cc1Cn1cc([N+](=O)[O-])cn1 (centres undefined) | -3.8% | 0.4%
O=[N+]([O-])c1cccc(C2Nc3ccc(Cl)cc3C3C=CCC32)c1 (centres undefined) | 0.4% | -1.8%

The listing continues:
SMILES | Rat MKP-3 inhibitors | Hsp70 inhibitors
COc1ccc(NC(=O)C2CCN(C(=O)c3ccc(OC)cc3)CC2)cc1 | x | 3.5%
O=C(CSCc1ccc(Cl)cc1)NCC1CCCO1 (centres undefined) | -4.7% | -5.7%
Cn1c(=O)cc(OCCCC(=O)NC2CCCC2)c2ccccc21 | 7.8% | -0.1%
O=C(NCc1cccnc1)c1ccc(CS(=O)(=O)c2ccc(Br)cc2)o1 | -5.0% | 4.1%
Cc1ccccc1C1=NC(c2ccc(F)cc2F)ON1 (centres undefined) | -4.0% | 1.1%
CCOC(=O)c1c(NC(=S)NC(=O)Cc2ccccc2)sc(C)c1C | 1.2% | -0.9%
CC(C)C(=O)NNC(=O)COc1ccc(Cl)cc1 | -3.2% | 2.4%
